Compound activity from PubChem BioAssay.
CHRM5 antagonist: blocks acetylcholine activation of human M5 receptor. P08912. CHO-hM5 cells, Fluo-8 calcium fluorescence, ACh EC80. inhibition, % at 3 µM. hit rate 0.59% among 360,000. AID 624040;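 active = inhibition above a per-plate cutoff, the mean of that plate's test compounds plus 3 SD, cut at about 27% in these data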;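 note: 0% = acetylcholine EC80 with DMSO and 100% = DMSO without agonist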
Target sequence (P08912 whole entry, looked up): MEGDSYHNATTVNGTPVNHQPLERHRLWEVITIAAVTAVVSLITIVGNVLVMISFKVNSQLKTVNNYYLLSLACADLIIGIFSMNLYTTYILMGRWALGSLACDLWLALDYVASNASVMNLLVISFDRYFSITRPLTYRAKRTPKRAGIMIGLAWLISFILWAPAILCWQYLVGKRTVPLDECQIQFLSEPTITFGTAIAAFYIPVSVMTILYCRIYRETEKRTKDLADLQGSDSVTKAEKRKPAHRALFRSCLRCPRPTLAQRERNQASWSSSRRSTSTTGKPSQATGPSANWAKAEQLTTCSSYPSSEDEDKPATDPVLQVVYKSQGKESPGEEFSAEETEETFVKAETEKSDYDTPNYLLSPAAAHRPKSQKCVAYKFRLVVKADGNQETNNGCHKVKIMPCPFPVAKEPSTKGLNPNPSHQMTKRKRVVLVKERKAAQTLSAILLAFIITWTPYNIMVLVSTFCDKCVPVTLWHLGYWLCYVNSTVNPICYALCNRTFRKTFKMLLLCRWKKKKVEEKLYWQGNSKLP
CHRM5 agonist: CHRM5 agonism in calcium assay. P08912. hit rate 0.19% among 360,000. CHO-K1 hM5 cells, Fluo-8 calcium fluorescence; 0% DMSO wells, 100% maximal acetylcholine response. activation, % at 3 µM. AID 624037;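 active = activation above the run's mean over test compounds plus 3 SD, cut at about 23% in these data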;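 note: signal is peak over basal fluorescence ratio across the kinetic read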
CHRM4 antagonist: antagonists of human muscarinic M4 receptor (CHRM4); P08173; CHO-hM4 cells, ACh EC80, Fluo-8 calcium fluorescence; inhibition, % at 3 µM; hit rate 0.73% among 360,000; AID 624125;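 active = inhibition above its plate's cutoff, the mean inhibition of sample wells plus 3 SD, cut at about 27% in these data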;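 note: 0% = acetylcholine EC80 with DMSO and 100% = DMSO without agonist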
CHRM1 antagonist: human CHRM1 antagonism; P11229; CHO-K1 hM1, Fluo-8 calcium fluorescence, ACh EC80 antagonist; inhibition, % at 3 µM; hit rate 1.3% among 360,000;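 active = percent inhibition above its own plate's cutoff, namely the mean of that plate's compound wells plus 3 SD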;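 note: peak over basal fluorescence ratio during 140 s after agonist addition; 0% = ACh EC80 plus DMSO and 100% = DMSO alone without agonist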
M5 PAM: CHRM5 positive allosteric modulation. P08912. CHO-K1 hM5, Fluo-8 calcium, ACh EC20 PAM; 0% = ACh EC20, 100% = ACh EC100. activation, % at 3 µM. hit rate 0.3% among 360,000. AID 624038;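 active = activation above the run cutoff, the mean activation of all test compounds plus 3 SD, cut at about 18% in these data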
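System: CHO-K1 cell line with stable human muscarinic M5 receptor expression | Also added: EC20 acetylcholine as agonist stimulus | Compound: One concentration, 3 µM final (nominal) | Timing: Fluo-8 loading 80 min at 37 °C plus 30 min room temperature | Measured by: Fluo-8 calcium dye fluorescence, kinetic read | Read-out basis: % activation, ACh-normalized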
M1 PAM: human CHRM1 positive allosteric modulation; activation, % at 3 µM; CHO-K1 hM1, Fluo-8 calcium fluorescence, ACh EC20; 0% = ACh EC20, 100% = maximal ACh; hit rate 0.088% among 360,000; AID 588819; P11229; in the data active = activation above about 19%, passing the limit was not always enough
CHRM1 agonist: activates human CHRM1 receptor. P11229. CHO-K1 hM1, Fluo-8 calcium fluorescence, agonist mode; 0% DMSO, 100% acetylcholine EC100. activation, % at 3 µM. hit rate 0.33% among 360,000. AID 588814;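 active = activation above the run's mean compound activation plus 3 SD, cut at about 16% in these data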;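 note: peak over basal fluorescence ratio within a 140 s kinetic read after compound addition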
CHRM4 agonist: CHRM4 agonism in calcium assay. P08173. CHO-K1 hM4/Gqi5, Fluo-8 calcium fluorescence; vehicle 0%, full acetylcholine response 100%. activation, % at 3 µM. hit rate 0.14% among 360,000. AID 624127;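 active = activation above the run mean over all test wells plus 3 SD, cut at about 32% in these data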;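 note: peak over basal fluorescence ratio per well then scaled between controls; 0% = DMSO wells and 100% = acetylcholine at EC100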
TAAR1 ag: agonists of human TAAR1. Q96RJ0. CHO RD-HGA16 TAAR1, Fluo-8 calcium fluorescence; vehicle wells 0%, saturating PEA agonist 100%. activation, % at 3 µM. hit rate 0.99% among 360,000. AID 624467;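 active = activation above the mean activation of all test compounds in the run plus 3 SD, cut at about 38% in these data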
Target sequence (Q96RJ0 whole entry, looked up): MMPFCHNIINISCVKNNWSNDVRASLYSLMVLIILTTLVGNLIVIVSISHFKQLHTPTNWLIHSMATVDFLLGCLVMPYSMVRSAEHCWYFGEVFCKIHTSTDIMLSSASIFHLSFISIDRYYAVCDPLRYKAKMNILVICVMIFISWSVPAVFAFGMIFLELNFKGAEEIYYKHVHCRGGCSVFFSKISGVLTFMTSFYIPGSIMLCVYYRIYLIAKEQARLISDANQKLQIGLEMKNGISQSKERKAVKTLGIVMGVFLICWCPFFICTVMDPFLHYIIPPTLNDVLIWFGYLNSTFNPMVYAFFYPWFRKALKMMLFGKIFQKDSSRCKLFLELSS
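System: CHO-derived RD-HGA16 cells with stable Gα16 and human TAAR1 / Times: 17-24 h plating, Fluo-8 75 min 37 °C, 30 min RT / Technique: calcium-sensitive Fluo-8 signal, excitation 470-495, emission 515-575 nm / Measure: % activation relative to PEA EC100 response / Benchmarks: DMSO and PEA EC100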
Active calls of the source: *; & = joins results of further samples.

`CCc1cc(=O)oc2c(C)c(OC(C)C(=O)NCCCn3ccnc3)ccc12` (stereo not drawn) gave CHRM5 antagonist 7, CHRM5 agonist -7, CHRM4 antagonist 3, CHRM1 antagonist -10, M5 PAM -3, M1 PAM -3, CHRM1 agonist -13, CHRM4 agonist 2 and TAAR1 ag 1.
Screening C/C(N)=C(/C#N)C(=O)COC(=O)C1Cc2ccccc2CN1S(C)(=O)=O (stereo not drawn) returned CHRM5 antagonist 9&1, CHRM5 agonist 3&-1, CHRM4 antagonist -5&-5, CHRM1 antagonist -7&-2, M5 PAM 11&-1, M1 PAM 11&1, CHRM1 agonist 1&-4, CHRM4 agonist 1&1 and TAAR1 ag 0&6.
For CCNc1nc(-c2sc(NC(=O)C(C)(C)C)nc2C)c(-n2cc(-c3ccccc3)nn2)s1 the results were CHRM5 antagonist 20, CHRM5 agonist 6, CHRM4 antagonist 26, M5 PAM -24, CHRM4 agonist 21 and TAAR1 ag 9.
CCN(CC(=O)Nc1ccc(OC)cc1)C(=O)CSCc1ccc(C)cc1 was read as CHRM5 antagonist 5, CHRM5 agonist 2, CHRM4 antagonist -5, CHRM1 antagonist -7, M5 PAM -11, M1 PAM 4, CHRM1 agonist -3, CHRM4 agonist 6 and TAAR1 ag 2.
Screening CCN(CC(=O)NCc1ccc(Cl)cc1)C(=O)CCC(=O)c1ccc(F)cc1 returned CHRM5 antagonist 2, CHRM5 agonist -5, CHRM4 antagonist 3, CHRM1 antagonist -4, M5 PAM 4, M1 PAM 4, CHRM1 agonist -5, CHRM4 agonist 2 and TAAR1 ag -1.
CCCC(=O)Nc1ccc(N2CCOCC2)cc1 was read as CHRM5 antagonist -6, CHRM5 agonist -6, CHRM4 antagonist 5, CHRM1 antagonist -8, M5 PAM 0, M1 PAM 8, CHRM1 agonist -2, CHRM4 agonist 1 and TAAR1 ag 16.
Screening Nc1ccc(C(=O)c2cccs2)cn1 returned CHRM5 antagonist -7, CHRM5 agonist 0, CHRM4 antagonist -7, CHRM1 antagonist 2, M5 PAM -4, M1 PAM -1, CHRM1 agonist -5, CHRM4 agonist 0 and TAAR1 ag -1.
O=C(Cn1c(=O)[nH]c2sc3c(c2c1=O)CCCC3)NCC1CCCO1 (stereo not drawn) was read as CHRM5 antagonist 4, CHRM5 agonist -4, CHRM4 antagonist -2, CHRM1 antagonist -5, M5 PAM 4, M1 PAM 19, CHRM1 agonist 7, CHRM4 agonist 2 and TAAR1 ag 1.
Screening Cc1cccc(C(=O)Nc2ccc(S(=O)(=O)Nc3nc(C)cc(C)n3)cc2)c1 returned CHRM5 antagonist 1, CHRM5 agonist 0, CHRM4 antagonist 8, CHRM1 antagonist 12, M5 PAM 3, M1 PAM -6, CHRM1 agonist 0, CHRM4 agonist 0 and TAAR1 ag 0.
For CN(C(=S)Nc1ccc(SC(F)F)cc1)c1ccc(O)cc1 the results were CHRM5 antagonist 7, CHRM5 agonist 7, CHRM4 antagonist 13, CHRM1 antagonist 5, M5 PAM 1, M1 PAM -5, CHRM1 agonist -4, CHRM4 agonist 12 and TAAR1 ag 7.
Screening COc1cc2c(cc1OC)[C@@H](NC(=O)CCc1ccccc1)[C@H](OCc1ccccc1)C2 returned CHRM5 antagonist -8, CHRM5 agonist 0, CHRM4 antagonist -5, CHRM1 antagonist 2, M5 PAM -9, M1 PAM -6, CHRM1 agonist -6, CHRM4 agonist 11 and TAAR1 ag 6.
`Nc1ncc(-c2ccc([N+](=O)[O-])cc2)cn1` gave CHRM5 antagonist -10, CHRM5 agonist -2, CHRM4 antagonist -12, CHRM1 antagonist -5, M5 PAM -2, M1 PAM 10, CHRM1 agonist -3, CHRM4 agonist -1 and TAAR1 ag 1.
Screening COCCNc1nc(NCc2cccs2)nc2ccsc12 returned CHRM5 antagonist 81*, CHRM5 agonist 96*, CHRM4 antagonist 92*, CHRM1 antagonist 91*, M5 PAM -21, M1 PAM -33, CHRM1 agonist 93*, CHRM4 agonist 159* and TAAR1 ag 122*.
Screening CCc1cc(-c2nc(N)ncc2-c2ccc(Br)cc2)c(O)cc1OC returned CHRM5 antagonist 4, CHRM5 agonist -2, CHRM4 antagonist -4, CHRM1 antagonist -7, M5 PAM 1, M1 PAM 3, CHRM1 agonist -3, CHRM4 agonist 0 and TAAR1 ag 2.
For COc1ccc(-c2cc([C@H]3[C@H]4C=CC[C@@H](C)[C@@H]4C(=O)N3Cc3ccccc3)ccc2F)cc1OC the results were CHRM5 antagonist 19, CHRM5 agonist -4, CHRM4 antagonist 17, CHRM1 antagonist 15, M5 PAM -15, M1 PAM -12, CHRM1 agonist -6, CHRM4 agonist 2 and TAAR1 ag 1.
For COC(=O)c1sccc1NC(=O)c1ccccc1C(=O)O the results were CHRM5 antagonist 11, CHRM5 agonist 7, CHRM4 antagonist 5, CHRM1 antagonist 19, M5 PAM -20, M1 PAM -1, CHRM1 agonist 4, CHRM4 agonist 14 and TAAR1 ag 6.
CC[C@H](C)[C@@H](C(=O)NCCCCCCCCCCC(=O)N1CCNCC1)n1cc(CCCCN=C(N)N)nn1 was read as CHRM5 antagonist 10, CHRM5 agonist -13, CHRM4 antagonist 7, CHRM1 antagonist 13, M5 PAM 1, M1 PAM -15, CHRM1 agonist -13, CHRM4 agonist -2 and TAAR1 ag 14.
Screening COc1cc(C(=O)N/N=C/C2CC=CCC2)cc(OC)c1OC (stereo not drawn) returned CHRM5 antagonist -2, CHRM5 agonist -1, CHRM4 antagonist -9, CHRM1 antagonist 0, M5 PAM -5, M1 PAM 0, CHRM1 agonist -6, CHRM4 agonist 0 and TAAR1 ag 5.
`CCN(CC)S(=O)(=O)c1cccc(-c2nc3n(n2)Cc2ccccc2-3)c1` gave CHRM5 antagonist -3, CHRM5 agonist 1, CHRM4 antagonist -8, CHRM1 antagonist -3, M5 PAM 0, M1 PAM -8, CHRM1 agonist -4, CHRM4 agonist 4 and TAAR1 ag 9.
`COc1ccc(COC(=O)c2nc3nc(C)cc(C)n3n2)cc1F` gave CHRM5 antagonist 9, CHRM5 agonist -3, CHRM4 antagonist 3, CHRM1 antagonist -4, M5 PAM -5, M1 PAM 3, CHRM1 agonist -2, CHRM4 agonist 0 and TAAR1 ag 1.
CN(C)N1C(N)=C(C#N)C(c2cccc3ccccc23)C2=C1CC(c1ccccc1)CC2=O (stereo not drawn) was read as CHRM5 antagonist 10, CHRM5 agonist -5, CHRM4 antagonist -1, CHRM1 antagonist 17, M5 PAM -5, M1 PAM -16, CHRM1 agonist -8, CHRM4 agonist 2 and TAAR1 ag -1.
For CCOc1ccc(Cl)cc1S(=O)(=O)N1CCC(C(=O)NCc2ccncc2)CC1 the results were CHRM5 antagonist 7, CHRM5 agonist -4, CHRM4 antagonist 11, CHRM1 antagonist -2, M5 PAM 0, M1 PAM 2, CHRM1 agonist -5, CHRM4 agonist 3 and TAAR1 ag 0.
For C[C@H](CO)N1C[C@H](C)[C@@H](CN(C)C(=O)NC2CCCCC2)Oc2ccc(NC(=O)NC3CCCCC3)cc2C1=O the results were CHRM5 antagonist 16, CHRM5 agonist -2, CHRM4 antagonist 5, CHRM1 antagonist -2, M5 PAM 6, M1 PAM 5, CHRM1 agonist -4, CHRM4 agonist 0 and TAAR1 ag 5.
For CCCc1nn2c(=O)cc(CSCC(=O)Nc3ccccc3)nc2s1 the results were CHRM5 antagonist 1, CHRM5 agonist -5, CHRM4 antagonist -1, CHRM1 antagonist 8, M5 PAM -4, M1 PAM -2, CHRM1 agonist -1, CHRM4 agonist 1 and TAAR1 ag 1.
Screening NC(=O)C1CCN(C(=O)Cc2ccc(-c3ccccc3)cc2)CC1 returned CHRM5 antagonist 0, CHRM5 agonist -1, CHRM4 antagonist -9, CHRM1 antagonist -10, M5 PAM 2, M1 PAM 15, CHRM1 agonist 0, CHRM4 agonist 2 and TAAR1 ag 2.
`CCN(C)C1CN(Cc2cn(Cc3ccc(OC)cc3)nn2)S(=O)(=O)C1` (stereo not drawn) gave CHRM5 antagonist 11, CHRM5 agonist 0, CHRM4 antagonist 5, M5 PAM -5, CHRM4 agonist 0 and TAAR1 ag 4.
COc1ccc(-n2nc(C(=O)NCC(=O)NC(C)C)c3ccccc3c2=O)cc1Cl was read as CHRM5 antagonist 4, CHRM5 agonist 6, CHRM4 antagonist -5, CHRM1 antagonist -7, M5 PAM -9, M1 PAM 0, CHRM1 agonist -2, CHRM4 agonist 9 and TAAR1 ag 11.
O=C(/C=C/c1ccc(Cl)cc1)NCc1ccncc1 was read as CHRM5 antagonist 9, CHRM5 agonist 1, CHRM4 antagonist 26, CHRM1 antagonist 3, M5 PAM 4, M1 PAM 3, CHRM1 agonist -4, CHRM4 agonist 3 and TAAR1 ag 0.
`CCc1nc2ccccc2c(NC(=O)CN2CCC(C)CC2)c1C` gave CHRM5 antagonist 0, CHRM5 agonist -4, CHRM4 antagonist 2, CHRM1 antagonist -10, M5 PAM -4, M1 PAM 3, CHRM1 agonist -5, CHRM4 agonist 1 and TAAR1 ag 3.
O=[N+]([O-])c1cccc(-c2ccc(SCc3cccnc3)nn2)c1 was read as CHRM5 antagonist 4, CHRM5 agonist -2, CHRM4 antagonist 5, CHRM1 antagonist 2, M5 PAM 1, M1 PAM -2, CHRM1 agonist -8, CHRM4 agonist 1 and TAAR1 ag -2.
c1cncc(-c2nc3ccccc3[nH]2)c1 was read as CHRM5 antagonist 8, CHRM5 agonist 1, CHRM4 antagonist 14, CHRM1 antagonist 3, M5 PAM -4, M1 PAM -5, CHRM1 agonist -3, CHRM4 agonist 1 and TAAR1 ag 10.
`CCn1c(COc2ccccc2C)nnc1SCC(=O)OC` gave CHRM5 antagonist -3, CHRM5 agonist -2, CHRM4 antagonist -2, CHRM1 antagonist -3, M5 PAM 1, M1 PAM 8, CHRM1 agonist -4, CHRM4 agonist 1 and TAAR1 ag 4.
O=C(Cc1csc(Nc2nc(=S)[nH]c3ccccc23)n1)N1CCN(c2cccc(C(F)(F)F)c2)CC1 was read as CHRM5 antagonist 7, CHRM5 agonist 1, CHRM4 antagonist 5, CHRM1 antagonist 1, M5 PAM -1, M1 PAM 0, CHRM1 agonist -4, CHRM4 agonist 1 and TAAR1 ag 2.
For OCCCNc1ncnc2scc(-c3ccc(Cl)cc3)c12 the results were CHRM5 antagonist 12, CHRM5 agonist 3, CHRM4 antagonist -1, CHRM1 antagonist 4, M5 PAM -15, M1 PAM -6, CHRM1 agonist -2, CHRM4 agonist 14 and TAAR1 ag 8.
For Cn1nc(-c2ccc(Cl)cc2)c2cc(C(=O)NCCCN3CCCC3)sc21 the results were CHRM5 antagonist -9, CHRM5 agonist -4, CHRM4 antagonist -13, CHRM1 antagonist -5, M5 PAM 5, M1 PAM 18, CHRM1 agonist 1, CHRM4 agonist 1 and TAAR1 ag 1.

Only part of the results is shown (hit frequency here may not be typical).
